Avidin fluor = avidin bead compound fluorescence profile; Avidin beads, compound fluorescence 488/530 nm, flow cytometry; hits give high values; fluorescence (KMESF) at 10 µM; 0.38% of 220,000 active; AID 1775; in the data active = fluorescence above about 47; also: inactives centre near 10
Pf gametocyte = P. falciparum stage V gametocyte viability inhibition; inhibition, % at 10.9 µM; 0.065% of 150,000 active; AID 743093; P. falciparum stage V gametocytes, ATP luminescence, 24 h;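 active = inhibition above the mean plus 3 SD of compounds within the control limits, set per campaign, cut at about 38% in these data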;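 also: 0% = DMSO wells and 100% = medium only without gametocytes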
ABCB1 block = blocks JC-1 efflux by human ABCB1 transporter. inhibition, % at 6.6 µM. 0.067% of 190,000 active. CCRF-Adr cells, flow cytometry; in the data active = inhibition above about 40%;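 also: 0% = vehicle and 100% = reference inhibitor; higher value means more JC-1 retained so stronger ABCB1 efflux block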
Target sequence (P08183 whole entry, looked up): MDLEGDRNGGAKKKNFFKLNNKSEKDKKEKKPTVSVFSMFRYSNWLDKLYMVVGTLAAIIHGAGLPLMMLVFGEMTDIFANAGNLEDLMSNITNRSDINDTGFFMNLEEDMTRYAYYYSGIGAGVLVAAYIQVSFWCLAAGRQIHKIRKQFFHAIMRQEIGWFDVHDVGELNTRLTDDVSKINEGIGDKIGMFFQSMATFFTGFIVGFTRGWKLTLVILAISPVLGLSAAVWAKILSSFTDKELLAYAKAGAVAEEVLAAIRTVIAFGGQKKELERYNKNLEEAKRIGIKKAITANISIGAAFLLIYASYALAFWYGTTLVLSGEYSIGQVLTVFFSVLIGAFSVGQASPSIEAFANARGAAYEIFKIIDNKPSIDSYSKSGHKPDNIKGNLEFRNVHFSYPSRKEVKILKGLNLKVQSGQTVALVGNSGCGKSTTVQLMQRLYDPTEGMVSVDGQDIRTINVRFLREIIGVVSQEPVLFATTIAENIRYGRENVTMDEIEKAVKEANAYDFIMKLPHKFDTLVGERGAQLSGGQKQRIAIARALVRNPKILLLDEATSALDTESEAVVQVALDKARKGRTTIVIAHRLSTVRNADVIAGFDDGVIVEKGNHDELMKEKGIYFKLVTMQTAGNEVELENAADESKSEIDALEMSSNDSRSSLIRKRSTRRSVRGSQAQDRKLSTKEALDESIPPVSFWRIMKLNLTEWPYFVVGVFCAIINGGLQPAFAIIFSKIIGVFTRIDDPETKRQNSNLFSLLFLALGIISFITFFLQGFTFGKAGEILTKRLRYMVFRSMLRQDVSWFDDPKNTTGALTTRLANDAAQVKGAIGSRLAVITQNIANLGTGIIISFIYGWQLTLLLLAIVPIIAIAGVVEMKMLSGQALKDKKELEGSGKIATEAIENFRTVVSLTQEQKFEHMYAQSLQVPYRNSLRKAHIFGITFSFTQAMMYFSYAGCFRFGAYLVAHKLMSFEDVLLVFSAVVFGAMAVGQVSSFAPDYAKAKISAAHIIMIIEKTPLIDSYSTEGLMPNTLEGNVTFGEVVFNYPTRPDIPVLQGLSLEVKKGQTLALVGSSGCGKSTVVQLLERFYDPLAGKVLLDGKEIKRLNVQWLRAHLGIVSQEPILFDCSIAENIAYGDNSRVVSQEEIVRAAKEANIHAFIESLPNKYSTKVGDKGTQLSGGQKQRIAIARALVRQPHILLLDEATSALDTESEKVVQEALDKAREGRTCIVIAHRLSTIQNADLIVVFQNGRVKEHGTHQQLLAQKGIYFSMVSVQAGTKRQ
Rab2 wt GTP = changes GTP binding to wildtype dog Rab2A, up or down; P61105; GST-Rab2 wt beads, Bodipy-GTP binding, flow cytometry; GTP binding activity, % at 10 µM; 0.19% of 190,000 active;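 active = GTP binding activity at least 20 points away from 100%, either lowered or raised; inconclusive = signal likely due to the compound's own green fluorescence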;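 also: 0% = beads with excess unlabeled GTP and 100% = no-compound control corrected for plate trend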
Cdc42 wt GTP = changes GTP binding to wildtype human Cdc42 | percent activity (GTP binding), % at 10 µM | 0.2% of 190,000 active | P60953 | GST-Cdc42 beads, Bodipy-GTP binding, flow cytometry; actives lie on both sides;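 active = percent activity GTP binding at least 20 points away from the 100% baseline, either down as inhibitor or up as activator; inconclusive = compound flagged as likely green fluorescent from well-wide comparison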;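 also: median bead fluorescence of bound Bodipy-FL-GTP at 100 nM; 0% = excess unlabeled GTP control and 100% = no compound control; below 100% means less GTP binding so inhibitor and above means activator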
ABCG2 block = human ABCG2 inhibition, ABCB1 as counter-screen. IgMXP3 cells, JC-1 efflux, flow cytometry. Q9UNQ0. inhibition, % at 6.6 µM. 0.1% of 190,000 active;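 active = inhibition above 80%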;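 also: 0% = DMSO and 100% = nicardipine control wells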
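Test system: IgMXP3 (ABCG2) plus far-red-tagged CCRF-Adr (ABCB1) cells. Reagent: JC-1 dye as substrate. Timing: 10 min exposure at 25 °C with rotation, no wash. Measured by: flow cytometric JC-1 green MFI at 530 nm. Read-out: percent efflux inhibition, scaled nicardipine 100% to DMSO 0%. Control set: nicardipine and DMSO wells.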
Mcl1 Noxa PPI = disrupts binding of human Mcl-1 to Noxa peptide; Q07820; inhibition, % at 21.7 µM; 1.5% of 220,000 active; TR-FRET Mcl-1/Noxa peptide binding, 2 h;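 active = compounds that cut the protein-peptide binding signal by more than 50% relative to plate controls in a single-dose test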;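 also: His-tagged Mcl-1 with rhodamine Noxa BH3 peptide and terbium anti-His antibody; 0% = Mcl-1 plus Noxa peptide wells and 100% = peptide-only wells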
HRas wt GTP = modulators of GTP binding to human HRas wildtype; P01112; GST-Ras wt beads, Bodipy-FL-GTP binding, flow cytometry; actives lie on both sides; GTP binding activity, % at 10 µM; 0.14% of 190,000 active; AID 759;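 active = GTP binding activity at least 20% away from the 100% baseline, either lowered as inhibitor or raised as activator; inconclusive = flagged as likely green fluorescent, judged across all proteins in the well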;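 also: 0% = unlabeled GTP competition control and 100% = no-compound control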
Rac1 mut GTP = human Rac1 activated mutant GTP binding change; P63000; GST-Rac1 activated beads, fluorescent GTP binding, flow cytometry; actives lie on both sides; 100% means binding = to untreated wells; percent activity (GTP binding), % at 10 µM; 0.11% of 190,000 active; AID 764;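 active = GTP binding at least 20 percentage points away from the 100% baseline, in either direction, so actives lie on both sides; inconclusive = Compound likely fluorescent itself, or too few beads counted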
Rac1 wt GTP bind = human Rac1 wildtype GTP binding, inhibitors and activators | P63000 | GST-Rac1 beads, fluorescent GTP binding, flow cytometry; actives lie on both sides; 0 = cold GTP competed, 100 = untreated | GTP binding activity (% of control), % at 10 µM | 0.27% of 190,000 active | AID 757;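 active = GTP binding activity at least 20 points away from the 100% control level, either lower or higher; inconclusive = compound flagged as likely green fluorescent, judged across all proteins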
Rab7 wt GTP bind = dog Rab7 wildtype GTP binding, inhibitors and activators. GTP binding activity (percent of control), % at 10 µM. 0.055% of 190,000 active. GST-Rab7 beads, fluorescent GTP binding, flow cytometry; actives lie on both sides; untreated = 100%, excess cold GTP = 0%. AID 758;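 active = fluorescent GTP binding to Rab7 beads changed by at least 20 points from the 100% baseline, either direction, mostly lower; inconclusive = compound itself probably fluorescent, or too few beads counted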;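 also: median green fluorescence of bound Bodipy-FL-GTP per Rab7 bead population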
Active calls of the source: *; ? = inconclusive; nt = not tested or not shown; + = active, no number.

SMILES | Avidin fluor | Pf gametocyte | ABCB1 block | Rab2 wt GTP | Cdc42 wt GTP | ABCG2 block | Mcl1 Noxa PPI | HRas wt GTP | Rac1 mut GTP | Rac1 wt GTP bind | Rab7 wt GTP bind
CCn1c(SCC(=O)N=Nc2c(O)[nH]c3ccccc23)nc2ccccc21 | 16 | nt | 0.7 | 99 | 100 | 2 | 29 | 99 | 98 | 100 | 103
O=C(NCCc1ccccn1)C1CCN(S(=O)(=O)c2ccc(Cl)cc2)CC1 | 11 | 3 | 0.8 | 97 | 101 | 8 | 11 | 98 | 98 | 102 | 96
COC(=O)c1cc(CSc2nc3ccccc3[nH]2)oc1C | 7 | -2 | 0.3 | 102 | 101 | 0 | 3 | 103 | 100 | 100 | 97
CC(=O)Nc1ccc(NC(=S)Nc2ccc(F)cc2)cc1 | 8 | -21 | -0.7 | 94 | 94 | -1 | -2 | 93 | 93 | 97 | 97
CC(SCc1ccccc1)C(=O)N/N=C/c1cccs1 (stereo unspecified) | 13 | 19 | 0.1 | 98 | 96 | 4 | 22 | 98 | 98 | 98 | 100
COc1ccc(CNC(=O)c2cc3c(s2)CS(=O)C3)cc1 (stereo unspecified) | 5 | nt | 0.1 | 100 | 103 | 1 | 8 | 102 | 100 | 106 | 99
COc1cc2c(cc1OC)C(c1ccc(-c3ccccc3Cl)o1)=NCC2 | 11 | nt | 1.5 | 93 | 96 | 8 | 37 | 94 | 94 | 96 | 97
CCOC(=O)c1ccc(Nc2cc(C)nc3ncnn23)cc1 | nt | 13 | 0.2 | 102 | 102 | 6 | 10 | 101 | 100 | 102 | 104
CC(=O)Nc1ccc(NS(=O)(=O)C(F)(F)F)cc1 | 11 | nt | 0.5 | 98 | 99 | 2 | 30 | 96 | 96 | 98 | 98
CCOC(=O)C(=O)Nc1ccccc1C#N | 12 | 8 | -1.7 | 101 | 103 | -4 | 17 | 102 | 99 | 104 | 100
COc1ccccc1NS(=O)(=O)c1cc(NC(=O)/C=C/c2cccs2)ccc1N1CCOCC1 | 10 | nt | -0.9 | 95 | 101 | -10 | 6 | 99 | 100 | 99 | 96
CC(=O)Cc1nsc(Nc2ccc(C)cc2)n1 | 15 | -8 | -0.3 | 101 | 98 | 4 | 5 | 101 | 95 | 103 | 102
O=C(c1ccc(NC(=S)NCc2ccco2)cc1)N1CCOCC1 | 11 | 19 | 0.1 | 99 | 98 | 6 | 16 | 100 | 94 | 99 | 109
CC1CCc2c(sc(NC(=O)C3c4ccccc4Oc4ccccc43)c2C(N)=O)C1 (stereo unspecified) | 3 | -13 | -0.3 | 98 | 96 | -3 | -4 | 100 | 100 | 104 | 97
CC(C)c1ccc(NC(=O)c2snc3ccc(Cl)cc23)cc1 | 9 | nt | -0.3 | 100 | 99 | 0 | 8 | 103 | 102 | 102 | 101
CSC1=NSC2=NC(=O)/C(=C/c3coc4ccc(O)cc4c3=O)C(=N)N12 | 13 | nt | + | 95 | 97 | 1 | 62* | 94 | 96 | 88 | 99
COc1ccc(CNC(=O)C2CC(c3ccc(F)cc3)=NO2)cc1 (stereo unspecified) | 12 | 1 | 0.9 | 92 | 91 | 2 | 10 | 93 | 92 | 90 | 91
CCCc1nnc(SCC(=O)N2CCCCC2)n1CC1CCCO1 (stereo unspecified) | 8 | nt | -1.7 | 97 | 99 | -3 | -2 | 95 | 98 | 98 | 100
Cc1ccc(-c2nn(CC(=O)O)c(=O)c3ccccc23)cc1 | 6 | -15 | 0.7 | 99 | 104 | 3 | 21 | 102 | 99 | 103 | 98
Cc1ccc2c(c1)C1CN(C)CCC1N2C(=S)NC(=O)c1ccc(Br)cc1 (stereo unspecified) | 14 | 3 | 1.1 | 97 | 100 | 10 | 4 | 95 | 95 | 100 | 95
Cc1sc(NC(=O)c2ccc(Br)s2)c(C(N)=O)c1C | 9 | nt | 0.4 | 100 | 101 | 2 | 22 | 102 | 98 | 104 | 97
CCCn1c2c(c(O)c(C(=O)Nc3ccc(OC)cc3)c1=O)CCCC2 | 8 | nt | 0.3 | 99 | 102 | 4 | 7 | 101 | 99 | 102 | 98
O=C(Nc1cccnc1)/C(N=Nc1cccnc1)=C(\O)c1ccccc1 | 12 | -14 | 4.2 | 97 | 100 | 21 | 25 | 99 | 99 | 102 | 99
CCN(CCCNC(=O)CCNC(=O)Cn1ccc2ccccc2c1=O)c1ccccc1 | 9 | nt | 0.3 | 97 | 99 | 0 | 17 | 100 | 98 | 101 | 99
CCn1c(CCc2ccccc2)n[nH]c1=S | 13 | -21 | 0.2 | 97 | 97 | 2 | 17 | 95 | 97 | 97 | 97
Cc1ccc(S(=O)(=O)N(C)CC(=O)OCc2nnc(-c3ccccc3)o2)cc1 | 8 | nt | 0.9 | 104 | 105 | 2 | -8 | 103 | 99 | 100 | 97
CN1C2CCC1CC(OC(=O)c1c[nH]c3ccccc13)C2 (stereo unspecified) | 10 | nt | 1.1 | 100 | 103 | 5 | 16 | 101 | 100 | 104 | 99
NS(=O)(=O)c1cc2c(cc1Cl)NCNS2(=O)=O | 10 | nt | 0.0 | 99 | 101 | 0 | -21 | 99 | 101 | 97 | 96
COc1ccc(OC)c(NC(=O)c2cnn(-c3ccccc3Cl)c2NC(=O)c2ccco2)c1 | 12 | nt | 0.2 | 98 | 101 | 36 | 2 | 99 | 98 | 103 | 98
Cc1cc(-c2ccccc2)nc2[nH]n(-c3ccccc3)c(=O)c12 | 27 | 22 | -0.6 | 96 | 98 | -1 | -14 | 95 | 96 | 100 | 97
CCCOc1ccc(NC(=O)C2CC(=O)N/C(=N/N=C(\C)CCc3ccc4c(c3)OCO4)S2)cc1 (stereo unspecified) | 7 | -17 | 0.5 | 97 | 101 | 6 | 3 | 100 | 100 | 104 | 103
CC1=C(C(=O)Nc2ccccc2F)C(c2cccs2)NC(=S)N1 (stereo unspecified) | 10 | nt | 1.2 | 104 | 104 | 0 | 8 | 102 | 99 | 103 | 106
Cc1ccc(CN(c2ccc(C(=O)NCc3ccc4c(c3)OCO4)cc2)S(C)(=O)=O)cc1 | 10 | 7 | 1.4 | 101 | 104 | 5 | 0 | 100 | 100 | 106 | 95
COc1ccc(NC(=O)c2cc([N+](=O)[O-])ccc2N2CCN(C)CC2)cc1 | 10 | -13 | 1.1 | 96 | 97 | 4 | 7 | 96 | 96 | 94 | 98
CN1CCN(C(=S)c2cn(Cc3cccc(F)c3)c3ccccc23)CC1 | 13 | nt | 1.4 | 102 | 99 | 8 | 9 | 102 | 99 | 102 | 107
Cc1ccccc1Nc1nc(N)nc(COc2ccc(C#N)cc2)n1 | 13 | 18 | 0.8 | 96 | 93 | 2 | -2 | 98 | 94 | 98 | 102
Cc1cc(NC(=O)C2COc3ccccc3O2)no1 (stereo unspecified) | 26 | nt | 0.1 | 101 | 101 | 1 | -7 | 102 | 99 | 104 | 103
CN1CCN(c2ncccc2S(=O)(=O)N2CCCCC2)CC1 | 22 | 20 | -0.1 | 99 | 101 | 0 | -1 | 101 | 99 | 100 | 97
O=C(Nc1ncccn1)C1CCCCC1 | 11 | 21 | 0.2 | 97 | 97 | 1 | -15 | 96 | 97 | 96 | 97
CCNC(=S)NNC(=O)c1cccnc1 | 13 | nt | 0.2 | 101 | 100 | -1 | -16 | 100 | 98 | 101 | 98
COCCn1c(Cc2ccccc2)nnc1SCC(=O)N1CCCCC1C (stereo unspecified) | 4 | nt | 0.2 | 99 | 100 | 0 | 5 | 100 | 99 | 100 | 99
O=C(CCSc1ccc(Cl)cc1)N1CCOCC1 | 4 | 19 | 1.2 | 100 | 102 | 0 | -3 | 101 | 98 | 108 | 98
Cc1cc(=O)oc2cc(OC(C)C(=O)Nc3ccc(N4CCOCC4)cc3)ccc12 (stereo unspecified) | 12 | nt | 1.7 | 101 | 100 | 1 | 21 | 98 | 99 | 105 | 102
Cc1ccc(N/C=C2\CCCCC2=O)c(C)c1 | 4 | 1 | -0.3 | 105 | 105 | 7 | -8 | 108 | 105 | 108 | 102
Cc1cc(C(F)(F)F)n2ncc(-c3ccccc3)c2n1 | 13 | nt | 0.1 | 98 | 99 | 2 | -4 | 99 | 97 | 101 | 97
O=C(CCCN1C(=O)c2ccccc2C1=O)Oc1ccc(F)cc1 | 11 | 11 | 0.2 | 107 | 108 | 2 | -16 | 105 | 102 | 102 | 105
O=C(NCN1CCc2ccccc2C1)c1ccccc1 | 16 | -8 | 2.6 | 98 | 100 | 3 | 7 | 98 | 99 | 99 | 98
CCOC(=O)c1cccc(NC(=O)CSc2nnc(COc3ccc(Cl)cc3)o2)c1 | 7 | nt | 0.4 | 105 | 107 | 1 | -2 | 107 | 101 | 104 | 105
O=C(COC(=O)c1ccncc1)NCCCc1ccccc1 | 11 | 4 | 0.5 | 102 | 93 | 2 | 0 | 98 | 96 | 100 | 99
Cc1ccc(-c2nnc3n2N=C(c2ccc(Br)cc2)CS3)cc1 | 5 | nt | 1.4 | 98 | 96 | 9 | 14 | 95 | 96 | 97 | 98
COc1cccc(OCc2nnc(SCC(=O)NCc3ccco3)n2C)c1 | 39 | 13 | 0.1 | ? | ? | 1 | 3 | ? | ? | ? | ?
O=C(Nc1cc2c(cc1Cl)OCCO2)c1ccco1 | 14 | -27 | 4.2 | 100 | 102 | 20 | -3 | 102 | 98 | 100 | 103
CC(CC1CC(C)(C)OC1=O)C(=O)Nc1ccc([N+](=O)[O-])cc1 (stereo unspecified) | 12 | 8 | 0.5 | 100 | 103 | 7 | 4 | 99 | 99 | 101 | 99
CC(=O)NC1CCN(C(=O)N2CCCC2)CC1 | 15 | -11 | 0.8 | 89 | 95 | 10 | nt | 94 | 91 | 91 | 90
COc1ccc(CN2CCCC(C(=O)N3CCCC3)C2)cc1 (stereo unspecified) | 14 | 28 | 0.0 | 98 | 98 | 15 | -16 | 99 | 99 | 104 | 97
O=S(=O)(c1ccc(F)cc1)N(CCO)CC(O)Cn1c2ccccc2c2ccccc21 (stereo unspecified) | 6 | 17 | 0.4 | 100 | 98 | 1 | 8 | 101 | 99 | 104 | 101
